Bioassay records deposited in PubChem BioAssay by several laboratories.
IDE cell activ: boosts human insulin-degrading enzyme activity in HEK cells | 340,000 compounds, 0.073% hits | activation, % at 5.96 µM | AID 493087 | FAbeta-B cleavage, fluorescence polarization; 0% vehicle, 100% cell-free pure enzyme wells | P14735;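 active means activation above the mean of all tested compounds plus 3 SD, set per screening campaign, cut at about 17% in these data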
pCIP destab: p/CIP protein destabilization. 290,000 compounds, 0.01% hits. F442A p/CIP-EGFP cells, EGFP fluorescence, 16 h. Q05BA5. decrease of EGFP signal, % at 10 µM;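 active means EGFP signal decrease of at least 30% at 10 µM or well 3 SD below plate mean, unless failing retest; inactive means the rest, including hits failing retest or dose response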; further: some compounds called inactive have numbers as strong as hits; many of its hits are not listed in these tables
IMP-1 inhibitor: blocks Pseudomonas aeruginosa IMP-1 metallo-beta-lactamase | purified IMP-1, nitrocefin hydrolysis, epi-absorbance fluorescence | inhibition, % at 5.6 µM | 290,000 compounds, 0.45% hits | AID 1556;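 active means inhibition above the mean plus 3 SD of all compounds in the same screening run, cut at about 4.5% in these data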;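 further: 0% = IMP-1 with DMSO and 100% = DMSO wells lacking enzyme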
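System: purified IMP-1 / Input: IMP-1 dispensed at 0.2 nM / Medium: 50 mM HEPES pH 7.1, 50 µM ZnSO4, 0.05% Brij 35 / Timing: 15 min enzyme–compound preincubation, then 25 min nitrocefin reaction, 25 °C / Technique: plate fluorescence quenching by hydrolysis product, ex 480/em 530 nm / Repeats: singlicate testing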
SUMO HTRF inh: blocks human SUMOylation mediated by UBC9 | P63279 | HTRF SUMOylation assay, SAE1/SAE2 + UBC9, in vitro | inhibition, % at 35 µM | 290,000 compounds, 0.36% hits | AID 2006; in the data active means inhibition above about 50%, passing the limit was not always enough; further: strong numbers were not always called active
Target sequence (P63279 whole entry, looked up): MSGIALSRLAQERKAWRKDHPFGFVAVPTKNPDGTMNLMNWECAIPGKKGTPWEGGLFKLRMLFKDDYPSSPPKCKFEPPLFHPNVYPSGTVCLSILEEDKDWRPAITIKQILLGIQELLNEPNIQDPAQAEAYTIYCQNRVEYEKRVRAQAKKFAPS
VIM-2 inh: blocks Pseudomonas aeruginosa VIM-2 metallo-beta-lactamase; 290,000 compounds, 0.89% hits; inhibition, % at 5.6 µM; purified VIM-2, nitrocefin hydrolysis, epi-absorbance fluorescence;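 active means inhibition above the mean of all tested compounds plus 3 SD, cutoff set per screening run, cut at about 7.5% in these data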;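 further: red hydrolysis product quenches plate fluorescence so inhibitors raise well fluorescence; 0% = enzyme with DMSO and 100% = DMSO without enzyme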
IDE cell inh: inhibits human insulin-degrading enzyme in HEK cells | FAbetaB cleavage, fluorescence polarization | 320,000 compounds, 0.41% hits | P14735 | inhibition, % at 5.59 µM;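 active means percent inhibition above the average of all tested compounds plus 3 SD, set per screening campaign, cut at about 16% in these data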;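 further: IDE supplied by intact live HEK cells; FP after avidin binding of uncleaved biotin substrate so inhibition keeps polarization high; 0% = DMSO wells and 100% = 60 µM reference IDE inhibitor Ii1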
HCV NS3 hel inh: blocks Hepatitis C virus NS3 helicase unwinding; NS3 helicase DNA unwinding, Cy5 molecular beacon fluorescence; inhibition, % at 10.9 µM; 290,000 compounds, 0.56% hits;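 active means inhibition above the mean of all tested compounds plus 3 SD, set per campaign, cut at about 35% in these data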;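 further: 0% = DMSO wells and 100% = thioflavine S control wells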
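Assay system – hepatitis C virus NS3 helicase domain fragment enzyme · Buffer or medium – MOPS pH 6.5, MgCl2, DTT, Tween20, BSA · Reagent – Cy5/quencher beacon DNA duplex and ATP to start · Compound – single 10.9 µM dose · Timing – 1 h at 25 °C · Technique – Cy5 beacon fluorescence read at start and 1 h · Measure – % inhibition of unwinding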
PfM18AAP inh: PfM18AAP enzyme inhibition. recombinant PfM18AAP, H-Glu-NHMec fluorogenic cleavage. inhibition, % at 7.35 µM. 290,000 compounds, 1.2% hits. AID 1822;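 active means inhibition above the campaign mean inhibition over all tested compounds plus 3 SD, cut at about 28% in these data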;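 further: 0% = plate median of test compound wells and 100% = 2 mM ZnCl2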
DNA FID counter: fluorescent intercalator displacement, NS3 helicase counter-screen | inhibition, % at 7.9 µM | 290,000 compounds, 0.17% hits | DNA fluorescent intercalator displacement, fluorescence; in the data active means inhibition above about 37%;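 further: 0% = vehicle and 100% = reference compound; higher means more ethidium bromide displaced from hairpin DNA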
* = called active by the depositor; · = no result given.

structure	IDE cell activ	pCIP destab	IMP-1 inhibitor	SUMO HTRF inh	VIM-2 inh	IDE cell inh	HCV NS3 hel inh	PfM18AAP inh	DNA FID counter
O=C(Nc1cccc(O)c1)c1ccc2c(c1)C(=O)N(Cc1ccco1)C2=O	0	-5	-0.8	12	-0.2	-1	-9	-10	-4
O=C(Oc1ccc(/C=N/NC(=O)c2ccccn2)cc1)c1cccc(F)c1	5	-13	-2.2	14	-1.5	0	3	-11	-13
CCOc1ccc(-c2noc(-c3ccncc3)n2)cc1OCC	1	-5	-1.0	12	-0.4	4	-9	-4	-2
Nn1c(SCC(=O)NCCC2=CCCCC2)nnc1C1CCCCC1	-6	-12	-2.0	10	-2.1	6	3	1	-15
CCc1ccccc1NC(=O)Cn1nc(C)n2cccc2c1=O	-3	-11	-3.7	-6	-1.1	-8	3	-4	-1
COc1cccc(C(=O)Nc2c(C(N)=O)oc3ccccc23)c1	5	2	-2.6	-7	-1.1	3	8	-4	-7
Cc1ccccc1OCCn1cc(C(=O)C(=O)N2CCOCC2)c2ccccc21	3	-7	-1.8	15	-1.9	0	4	2	-26
C=CCC1=C/C(=C\c2c(N)n3nc(CC(=O)N4CCOCC4)sc3nc2=O)C=C(OC)C1=O	-159	-59	-0.4	22	-1.1	69*	6	8	-37
COc1ccc(S(=O)(=O)NC(C)C(=O)NCc2ccc3c(c2)OCO3)cc1OC (stereo unspecified)	-4	-15	0.8	-2	-1.0	2	-9	-8	-11
COc1ccc(-c2cc(C(=O)Nc3cc(C)nn3-c3ccccc3)no2)cc1OC	-1	-3	-1.9	12	-2.7	-2	-10	-6	-3
COc1cc2c(cc1OC)-c1cc(Nc3ccccc3)nc(=O)n1CC2	3	-1	-2.2	7	3.6	2	-2	-13	-23
CCOC(=O)c1cnc(-c2ccc(C(F)(F)F)cn2)[nH]c1=O	·	-13	-3.1	22	-1.2	7	14	-11	-12
NC(=O)CN1C(=O)C(O)(CC(=O)/C=C\C=C\c2ccccc2)c2ccccc21 (stereo unspecified)	-4	-2	-5.1	9	-3.5	4	-7	-1	-25
CCC(=O)Nc1cccc(NC(=O)c2cccnc2)c1	9	-6	-2.7	9	-3.1	0	-3	6	-2
Cn1c(CNC(=O)Nc2cccc(Cl)c2)nnc1SCc1ccccc1	-1	-8	-3.9	36	-4.6	6	1	4	1
O=C(Nc1ccc(Oc2ccccc2)nc1)C1CCN(Cc2ccccc2)CC1	-3	-4	-2.8	8	-0.8	6	-7	-1	18
CS(=O)c1ccccc1COC(=O)Nc1ccc(Cl)cc1 (stereo unspecified)	1	-20	-1.8	12	-1.7	-2	-2	-5	-10
CCOC(CCNC(=O)CCC(=O)Nc1ccc2nc(N3CCN(C)CC3)cc(C)c2c1)OCC	3	-2	-2.8	6	0.7	1	3	-5	-3
CC(=O)Nc1ccc(Sc2ncccc2C(=O)Nc2ccc(F)cc2)cn1	-7	8	-3.0	11	-3.2	1	-2	5	-2
COC(=O)N1N=C(c2ccccc2)CC1(O)C(F)(F)F (stereo unspecified)	0	3	-3.9	28	-2.6	-3	5	0	-1
COc1cc(NC(=O)C2CC(c3cccc(Br)c3)=NO2)cc(OC)c1OC (stereo unspecified)	-6	-11	-7.1	-4	-0.5	3	2	1	-30
CCCCc1nc(NCC2CCCO2)c(C#N)c2c1COC(C)(C)C2 (stereo unspecified)	-1	4	-2.9	17	-7.1	-2	-5	0	-12
COC(=O)C(O)(NC(=O)c1ccncc1)C(F)(F)F (stereo unspecified)	2	2	-1.4	-13	0.0	1	-6	2	-4
CCOC(=O)C(=O)Nc1ccc(OC)c(Cl)c1	1	-11	-0.6	0	-0.6	-1	-12	-8	-1
CCc1nnc(NC(=O)CN2CCN(C3CCCCC3)CC2)s1	2	3	-0.4	-8	-1.0	1	5	-1	12
CNC(=S)NC1(C)CCS(=O)(=O)C1 (stereo unspecified)	·	8	-2.1	-13	-4.0	1	-6	-1	-4
Cc1ccccc1CC1(CO)CCCN(C(=O)c2ccc3ncccc3c2)C1 (stereo unspecified)	1	4	0.3	-5	-0.5	3	-2	9	-33
COc1cc(OC)c(OC)cc1C#N	7	6	-2.0	16	-2.1	4	-4	1	-5
O=C(CCc1nnc(CCCCc2ccccc2)o1)NC(c1cccnc1)C(F)(F)F (stereo unspecified)	0	7	-1.6	-3	-2.0	3	-5	2	-33
O=C(N/N=C/c1cccs1)c1ccc(NC(=O)c2ccccc2Cl)cc1	1	-12	-3.3	6	-5.5	4	-5	-5	-11
O=C(CN1C(=O)c2ccccc2S1(=O)=O)Nc1ccc(S(=O)(=O)N2CCCCC2)cc1	4	-8	-1.0	0	-3.0	-2	1	4	-17
Cc1cc(=O)n2nc(N3CCCC3C(=O)Nc3ccc(C(C)C)cc3)sc2n1 (stereo unspecified)	1	-9	-7.0	1	-2.4	7	20	1	-11
COc1ccc(C2=NS(=O)(=O)N(C)C(C(=O)Nc3ccc(C)cc3)=C2)cc1	1	-3	-2.3	15	-3.7	4	-13	8	-12
COc1ccc(NC(=O)c2oc3ccccc3c2NC(=O)C2CC2)c(OC)c1	1	-9	-1.5	23	-0.5	4	3	-1	-11
COc1ccc(-n2nc(C(=O)NCC(=O)N3CCCCCC3)c3ccccc3c2=O)cc1OC	1	5	-4.5	2	-3.4	2	1	1	-49
COc1ccccc1N(CC(=O)NCC1CCCO1)C(=O)CNS(=O)(=O)c1ccc(Cl)cc1 (stereo unspecified)	6	1	-4.0	28	-1.3	4	-24	-2	-36
Cc1ccc(-c2noc(CCC(=O)Nc3ccc4c(c3)OCO4)n2)cc1	3	-11	1.4	22	-4.6	-4	-6	1	-9
O=C(NC1CCCCC1)c1cccnc1Sc1ccccc1	0	1	0.9	6	-5.7	3	3	0	-15
CN(C)c1ccc(/C=C/c2ccc3ccccc3[n+]2C)cc1	0	-49	-11	-79	-5.2	4	-3	4	42*
O=C(NNC(=O)c1ccc(SCC2CCCO2)c([N+](=O)[O-])c1)c1ccc(F)cc1 (stereo unspecified)	2	8	-2.2	-35	-5.0	6	4	-7	8
CCOc1cc(-c2ccc(N)c(OCC)c2)ccc1N	2	-10	-0.1	9	0.7	3	-9	-8	-1
O=C1CC(Cc2ccccc2)C(=O)N1CCc1ccc2c(c1)OCO2 (stereo unspecified)	6	-3	-2.3	6	-0.8	3	-1	-1	-13
O=C(Cn1nnc(-c2cccs2)n1)OC1CCCCC1	6	-14	-2.1	9	-2.1	-6	-2	1	-9
CC1(OC(=O)CCc2ccccc2)C(=O)C=C2C=C(c3ccc(C#N)cc3)N(c3ccccc3)C=C2C1=O (stereo unspecified)	4	1	·	2	·	-2	·	·	·
CCn1c(SCC(=O)O)nnc1-c1ccccc1OC	4	-4	-2.1	9	1.2	-9	1	-17	1
CCn1c2ccccc2c2cc(NC(=O)c3ccccc3-c3ccccc3C(=O)O)ccc21	-4	-5	-0.2	24	0.1	1	-25	-3	8
O=C(NCCN1CCNC1=O)C1CCC(=O)N(CCc2ccccc2)C1 (stereo unspecified)	-4	-8	-2.5	8	0.4	0	7	-1	-9
O=C(CSc1nc2c(cnn2-c2ccccc2)c(=O)[nH]1)c1ccc(Cl)cc1	4	-2	-2.3	1	-0.5	-6	3	-2	-3
Cc1cc(NC(=O)CSc2nccn2C)no1	3	1	-2.0	-9	-2.3	2	-2	2	0
Cc1cc(N2CCN(C(=O)c3ccco3)CC2)n2nc(C)nc2n1	6	-4	-1.8	2	3.0	4	1	0	1
Cc1cc(Cl)n2ncc(-c3ccccc3)c2n1	-8	-1	-4.0	-2	-3.7	0	1	-6	0
C=CCNC(=O)C1COc2ccccc2O1 (stereo unspecified)	-2	-21	-1.1	12	0.3	-5	3	-12	-1
Cc1occc1C(=O)Nc1cnn(CCCC(=O)O)c1	-3	-5	-1.8	2	-0.5	-3	2	-7	-4
O=C1Nc2ccccc2C(=O)N2C[C@@H](O)C[C@H]12	2	6	0.4	14	-2.5	0	-3	-3	1
N=c1ccn(Cc2ccccc2Cl)cc1	-4	8	-4.4	3	-0.5	4	-3	2	1
COc1ccc(N(CC(=O)NCc2ccccc2Cl)S(=O)(=O)c2c(C)noc2C)cc1	4	-3	-5.4	-12	0.3	4	-4	1	-29
O=C(Nc1ccc(S(=O)(=O)Nc2nccs2)cc1)C1CC(=O)N(c2ccccc2)C1 (stereo unspecified)	3	8	-2.5	8	-0.4	7	5	-9	-5
O=C(c1ccc(Cl)cc1[N+](=O)[O-])N1CCOCC1	7	-7	0.3	-14	0.9	4	-11	-7	0
COc1ccccc1Nc1ccc2nonc2c1[N+](=O)[O-]	1	-15	-2.6	8	4.5	0	0	-5	8
Fc1ccc(OCc2nc(-c3ccncc3)n[nH]2)cc1	-2	3	-3.8	5	-1.7	0	3	5	-4

Continuation:
structure	IDE cell activ	pCIP destab	IMP-1 inhibitor	SUMO HTRF inh	VIM-2 inh	IDE cell inh	HCV NS3 hel inh	PfM18AAP inh	DNA FID counter
COc1cccc(OCCCn2ccnc2)c1	4	-1	-2.1	4	0.1	1	-1	-1	5
CC(C)Cn1c(=O)c2ccccc2n2c(CCC(=O)NC3CCN(Cc4ccccc4)CC3)nnc12	3	-11	-5.9	·	0.9	9	1	1	16
Cc1nnc(NC(=O)c2oc3ccccc3c2C)s1	5	-6	-1.8	7	-1.3	1	-2	-1	-27
CCn1cc(C(=O)OCC(=O)Nc2cccc(S(=O)(=O)N3CCOCC3)c2)c(=O)c2ccc(C)nc21	7	-3	-2.1	15	-4.2	-3	5	5	-3
Cc1ccc(NCc2nnc(SCC(=O)NCCc3ccccc3)n2C)cc1	-2	-8	-3.9	9	-1.8	·	3	5	-6
NNC(=O)CN1C(c2ccc(Cl)cc2)=Nc2ccc(Br)cc2C1c1ccccc1 (stereo unspecified)	0	4	-2.4	28	-3.0	-1	-12	2	-5
COCc1ccc(CN2CCCC(C(=O)Nc3ccccc3-c3ccc(OC)cc3)C2)o1 (stereo unspecified)	1	-12	-1.1	2	1.7	2	-12	3	-18
Cc1cc(NC(=O)CSc2nc3c(c(=O)n2-c2ccc(Cl)cc2)SCC3)no1	5	·	-1.2	·	-1.7	0	-13	-2	4
Cc1ccc(-c2nc(CN(C)C)cc(CN(C)C)c2O)cc1	1	-9	-2.6	8	-1.6	-1	-6	-13	6
CCOC(=O)C1=C(C)NC(=O)NC1c1cc2c(cc1Br)OCO2 (stereo unspecified)	-3	-21	-2.6	-2	-2.3	10	-5	-4	-4
